# SENP1 FRET inh: human SENP1 catalytic domain inhibitors, primary screen, biochemical, FRET, uHTS; recombinant SENP1 catalytic domain, CyPet-SUMO1-YPet FRET cleavage; Sentrin-specific protease 1 (Homo sapiens), Q9P0U3; hit rate 0.21% among 360,000; inhibition, % at 10 µM;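 active = inhibition at least 30% at 10 µM, raw YFP signal under a set limit, fluorescence ratio 0.5 to 1.5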;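 note: 0% = enzyme with DMSO and 100% = no enzyme wells; some results filed as inactive read as strong as hits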
#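 Assay system: hSENP1 catalytic domain, recombinant. Amount: SENP1 enzyme, 20 pM final. Schedule: 50 min reaction, RT, dark. Technique: FRET, CFP and YFP emission. Control set: no-enzyme wells low, DMSO-plus-enzyme wells high control.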
# PfG6PD inh: PfG6PD enzyme inhibitors, primary screen, biochemical, fluorescence intensity, uHTS; PfGluPho enzyme, NADPH resazurin-diaphorase fluorescence; inhibition, % at 20 µM; hit rate 0.78% among 350,000; AID 504690, 2011;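 active = inhibition reaching at least a set limit at 20 µM in the primary screen, cut at about 59% in these data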;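 note: 0% = DMSO wells with substrate and 100% = DMSO wells lacking glucose-6-phosphate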
# SENP7 block: SENP7 protease inhibitors, primary screen, biochemical, luminescence, uHTS | recombinant SENP7, Z-RLRGG-aminoluciferin luminescence, 40 min | Sentrin-specific protease 7 (Homo sapiens), Q9BQF6 | inhibition, % at 5 µM | hit rate 1.5% among 330,000;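 active = inhibition above about 50% at the single test dose, limit read from the data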;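 note: plate controls were DMSO with enzyme for no effect and no enzyme buffer wells for full effect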
# beta cell repl: inducers of MIN6 beta-cell proliferation, primary screen, ATP luminescence, uHTS | MIN6 cells proliferation, ATPlite luminescence, 48 h; cells starved in 0.2% serum; 100% = growth in 10% serum | proliferation, % at 10 µM | hit rate 0.29% among 330,000 | AID 2380, 2010;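 active = compounds whose signal lies at least 3.5 SD above the mean of all wells on their plate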;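 note: 0% = DMSO-treated cells in low-serum medium and 100% = 10% serum control; some compounds called inactive have numbers as strong as hits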
# HKDC1 inhibitor: HKDC1 hexokinase inhibitors, primary screen, biochemical, fluorescence, uHTS; inhibition, % at 20 µM; AID 493160, 2011; hit rate 0.16% among 340,000; Q2TB90; recombinant HKDC1, G6PDH/diaphorase resazurin coupled fluorescence;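 active = inhibition above about 35% when tested at 20 µM, limit read from the data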;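 note: plate controls were DMSO wells with enzyme for no effect and DMSO wells lacking enzyme for full effect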
# Target sequence (Q2TB90 whole entry, looked up): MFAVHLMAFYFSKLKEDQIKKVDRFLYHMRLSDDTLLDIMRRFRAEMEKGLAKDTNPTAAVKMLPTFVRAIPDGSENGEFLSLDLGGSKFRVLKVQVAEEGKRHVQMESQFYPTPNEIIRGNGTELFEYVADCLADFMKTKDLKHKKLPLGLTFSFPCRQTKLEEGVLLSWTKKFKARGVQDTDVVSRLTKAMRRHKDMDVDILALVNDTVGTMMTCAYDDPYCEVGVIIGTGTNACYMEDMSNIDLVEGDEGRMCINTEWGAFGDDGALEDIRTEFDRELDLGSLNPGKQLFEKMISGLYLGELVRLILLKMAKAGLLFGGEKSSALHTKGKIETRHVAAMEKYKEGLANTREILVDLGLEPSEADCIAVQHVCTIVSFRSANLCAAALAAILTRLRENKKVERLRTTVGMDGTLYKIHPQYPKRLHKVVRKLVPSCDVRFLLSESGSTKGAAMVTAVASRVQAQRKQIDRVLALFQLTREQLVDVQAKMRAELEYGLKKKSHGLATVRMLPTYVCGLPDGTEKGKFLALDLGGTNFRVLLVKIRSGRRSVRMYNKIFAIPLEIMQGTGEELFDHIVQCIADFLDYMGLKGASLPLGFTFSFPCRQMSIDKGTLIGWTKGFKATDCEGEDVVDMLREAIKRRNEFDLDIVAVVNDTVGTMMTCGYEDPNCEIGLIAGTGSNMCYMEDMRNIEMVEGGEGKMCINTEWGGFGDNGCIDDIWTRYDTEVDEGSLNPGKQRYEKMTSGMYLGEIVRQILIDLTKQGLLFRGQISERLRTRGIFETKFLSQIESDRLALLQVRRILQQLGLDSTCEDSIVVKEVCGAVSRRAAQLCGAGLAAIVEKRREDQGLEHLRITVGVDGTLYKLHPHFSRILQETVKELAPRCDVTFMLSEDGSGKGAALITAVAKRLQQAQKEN
#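 Test system: recombinant HKDC1 (HK5) hexokinase enzyme, produced in-house; Amount: enzyme 5 µg/mL final; Buffer or medium: Tris pH 8.0 buffer with MgCl2, Tween-20, BSA, BME; Reagent: glucose and ATP substrates; Doses: 20 µM test compound, 1% DMSO; Incubation: 90 min reaction incubation at room temperature, dark; Detection: resorufin fluorescence at 613 nm.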
# UBC13 polyUb: UBC13 polyubiquitin chain formation inhibitors, primary screen, biochemical, TR-FRET, uHTS. hit rate 0.47% among 330,000. inhibition, % at 20 µM. AID 485273, 2010; in the data active = inhibition above about 45%, passing the limit was not always enough
# SENP8 block-1: human SENP8 protease inhibitors, primary screen, biochemical, fluorescence, Nedd8 protein substrate, uHTS. recombinant SENP8. hit rate 0.64% among 360,000. AID 602440, 2012. inhibition, % at 20 µM; in the data active = inhibition mostly above about 40%, no sharp cut-off; inactive = mostly below about 27%
# Target sequence (Q96LD8 whole entry, looked up): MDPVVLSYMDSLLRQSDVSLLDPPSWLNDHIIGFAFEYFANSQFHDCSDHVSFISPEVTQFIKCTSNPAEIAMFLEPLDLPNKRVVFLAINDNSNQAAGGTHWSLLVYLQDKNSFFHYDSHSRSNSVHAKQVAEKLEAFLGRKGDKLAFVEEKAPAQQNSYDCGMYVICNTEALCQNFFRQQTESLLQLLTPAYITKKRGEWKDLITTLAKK
# SENP8 block-2: SENP8 protease inhibitors, primary screen, biochemical, luminescence. Sentrin-specific protease 8 (Homo sapiens), Q96LD8. purified SENP8, Z-RLRGG-aminoluciferin cleavage. inhibition, % at 10 µM. hit rate 1.2% among 330,000. AID 2540, 2010; in the data active = inhibition above about 50%
# SENP6 block: SENP6 protease inhibitors, primary screen, biochemical, luminescence, uHTS; inhibition, % at 10 µM; Sentrin-specific protease 6 (Homo sapiens), Q9GZR1; hit rate 1.8% among 330,000; Recombinant SENP6 catalytic domain, aminoluciferin luminescence;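 active = inhibition above about 50% at the single tested dose, limit read from the data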;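 note: plate controls were DMSO wells with enzyme for no effect and DMSO wells lacking enzyme for full effect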
# Starred values were filed as active, the others as inactive; i = inactive; · = no result given.
SMILES,SENP1 FRET inh,PfG6PD inh,SENP7 block,beta cell repl,HKDC1 inhibitor,UBC13 polyUb,SENP8 block-1,SENP8 block-2,SENP6 block
O=C(NNC1=NS(=O)(=O)c2ccccc21)C1CC(=O)N(c2ccccc2)C1 (stereo not given),1,20,-7,2,-10,2,15,3,-10
CC(=O)NC(=S)Nc1ccc(S(=O)(=O)Nc2nc(C)cc(C)n2)cc1,1,-11,5,2,-8,-3,4,-6,-9
Cc1ccc(S(=O)(=O)N2CCCCC2)cc1NC(=O)C1CC(=O)N(c2ccc3c(c2)OCCO3)C1 (stereo not given),1,-8,1,-3,2,1,11,0,-7
Cc1ccc(C(=O)O/N=C2\CCCc3ccccc32)cc1,5,12,97*,-6,-2,-16,12,90*,97*
NC(=O)[C@@H]1CCNc2c(I)cc([N+](=O)[O-])cc2C(=O)N[C@@H](CCC(=O)O)C(=O)N[C@@H](CO)C(=O)N1,1,-19,-2,3,-2,-9,13,-3,-1
O=C(NNC(=O)c1sc2cccc(Cl)c2c1Cl)Nc1ccccc1,2,-5,2,1,1,-25,19,4,6
Cn1c(=O)[nH]c(=O)c2c1nc(Br)n2CC(O)COc1ccc(Cl)cc1 (stereo not given),1,-16,3,-2,1,4,-4,2,-1
Cc1cc(NS(=O)(=O)N(C)C)ccc1C(C)C,-2,13,3,-2,1,2,4,-2,-25
COc1ccc(C2CCCCCN2C(=O)C2CCN(S(=O)(=O)c3cccc(C(C)=O)c3)CC2)cc1 (stereo not given),-1,-1,·,·,-2,·,12,·,·
COc1ccc(-n2c(=S)[nH]c3sc4c(c3c2=O)CCN(C)C4)cc1,·,·,0,-1,·,18,·,-7,-12
COc1cc2nc(C3CCC3)n(NC(=O)C(OC(C)=O)c3ccccc3)c(=O)c2cc1OC (stereo not given),0,9,-3,1,-6,-11,6,-3,-7
CC1(C)Cc2c(cnn2-c2cccc(F)c2)C(NC(=O)c2cc[n+]([O-])cc2)C1 (stereo not given),0,2,-8,-1,7,-1,1,-14,-5
COc1ccc(Cn2c(C(F)(F)F)ccc(C(N)=O)c2=O)cc1,-1,-7,-12,-1,-4,-16,21,-9,-16
Oc1ccc(/C=N/N2CCCCC2)cc1O,1,44,-3,-5,0,4,45*,-11,-2
Cc1ccc(C(=O)CSc2ccc(-c3ccccc3)nn2)cc1,-8,13,0,0,18,7,2,-3,7
CCN(CC)C(=O)COc1ccc(-c2nnc(Nc3ccc(OC)c(C(=O)NC)c3)c3ccccc23)cc1,-1,-9,-1,-2,-3,-10,-179,-6,-3
O=C(c1cc(-c2ccncc2)nc2ccccc12)N1CCN(Cc2ccccc2)CC1,-3,5,-1,-6,3,-15,3,-11,-6
COc1ccc(/C=N/n2cnc3c([nH]c4ccccc43)c2=O)cc1CO,7,0,1,-1,-6,-7,-206,2,-20
CCOc1cccc2sc(N(CCN(C)C)C(=O)c3ccc4ccccc4c3)nc12,1,12,5,-3,2,22,12,-6,-14
Cc1cc(C)cc(Oc2nc(-c3ccccc3)cc(C)c2S(C)(=O)=O)c1,2,14,-2,-4,-1,9,18,0,-13
CN1CCC(=O)N([C@H](CO)c2ccccc2)CC1,-1,-2,-4,0,-6,3,2,9,21
O=C(Nc1ccc(F)cc1)c1ccc(S(=O)(=O)N2CCOCC2)o1,-1,4,-4,5,-5,-1,30,-1,-7
CCn1c(SCC(=O)NC2CCCC2)nc2c1c(=O)n(C)c(=O)n2C,3,1,0,0,-7,5,-1,2,-3
CCCCC(=O)Nc1cccc(C(=O)Nc2ccccc2C(=O)O)c1,1,-6,-7,-4,1,-5,2,8,25
O=C(CSc1nnc(-c2ccccc2Cl)o1)N1CCOCC1,1,11,0,1,-5,6,14,-5,-11

# More entries.
SMILES,SENP1 FRET inh,PfG6PD inh,SENP7 block,beta cell repl,HKDC1 inhibitor,UBC13 polyUb,SENP8 block-1,SENP8 block-2,SENP6 block
O=C(/C=C/c1ccccc1)NNc1ccc(Cl)cc1,0,-6,-4,-3,-10,9,3,-8,-14
COc1ccc(CN2CCNC(=O)C2CC(=O)NC2CCCC2)c(OC)c1 (stereo not given),-9,-13,-3,-1,-3,13,-28,2,4
COc1ccc(OC(=O)c2ccc(Cl)cc2)c(C(C)=O)c1,2,1,-1,0,-3,-1,-3,-10,-20
COC(CN(C)C(=O)C1CCC(CNS(=O)(=O)c2ccc(C)cc2)CC1)OC (stereo not given),-1,5,5,-3,-1,3,2,0,-12
COc1ccc(Br)cc1CN(C)C(=O)CNC(=O)c1ccc2ccccc2c1,1,13,-1,0,2,2,-4,-1,-2
CN(Cc1ccccc1)CC(O)COc1ccc(CNCc2cccnc2)cc1 (stereo not given),-1,-1,5,-3,-5,-7,7,-1,-4
COc1ccc(CNC(=O)/C=C/c2ccco2)cc1OC,-1,30,6,-3,2,-8,26,-4,21
COc1ccc(C)cc1NCc1ccc(OC)c(C)c1OC,0,24,-3,-1,5,-4,9,2,-6
CC(C)CN(C(=O)CCNC(=O)c1ccccc1Cl)C1CCS(=O)(=O)C1 (stereo not given),3,-12,1,-1,-6,11,-6,2,7
CC1(C)Cc2c(sc3c2C(=O)N(c2ccccc2)C2=NCCN23)CS1,0,-22,0,-3,4,-3,i,-6,1
Cn1nc(C(=O)NC2=NCCS2)ccc1=O,2,8,15,-1,2,-2,8,-7,4
S=c1[nH]ncn1/N=C/c1cccs1,1,23,-6,-4,-6,13,29,4,-2
CCCS(=O)(=O)c1c(S(=O)(=O)CCC)c2c(N)cccn2c1C(=O)c1ccc(OC)cc1,-13,18,4,-5,-3,-7,-2,9,-1
COc1ccccc1-c1nn2c(=O)cc(C)nc2s1,2,11,-6,0,6,20,-239,-14,-13
CCOC(=O)CNC(=O)Nc1nnc(-c2ccc(OCC)cc2)o1,1,-10,4,-1,-5,2,-41,3,5
COC(=O)C(C(=O)OC)c1ccccc1[N+](=O)[O-],-1,-2,-6,0,-3,5,13,-5,-28
O=C(C1CCCN(c2ncnc3c2nc2n3CCCCC2)C1)N1CCN(c2ccc(F)cc2)CC1 (stereo not given),0,0,-5,-2,-3,-5,4,1,-13
COc1cccc(C(=O)NC(=S)Nc2ccc(Cl)c(C(=O)O)c2)c1,3,-10,-2,-2,-6,0,13,-5,-1
CCC(=O)Nc1ccc(-c2cc(-c3ccccc3)nc(-c3ccc(NC(=O)CC)cc3)n2)cc1,-38,-7,7,-4,-11,5,-327,1,-7
CC1(C)CC(=O)c2cnc(NC(=O)c3ccco3)nc2C1,4,14,-5,-3,-5,-11,8,-4,-22
Cc1ccc(NC(=O)CN(C)CC(=O)Nc2ccccc2C(=O)Nc2ccccc2)cc1,-1,3,-13,-4,-6,-9,16,-6,-18
CCC(CNc1cc(OC)cc2cccnc12)NC1CCCCC1 (stereo not given),-20,42,·,·,28,·,34,·,·
C/C(=N\Nc1nc(C)cc(-c2ccccc2)n1)c1ccc(C)o1,-11,3,8,1,-3,-4,-44,2,-4
CC(Oc1ccc(-c2ccccc2)cc1)C(=O)N/N=C/c1cccnc1 (stereo not given),2,14,3,2,-3,7,14,-3,-2
CCC1(C)Cc2ccccc2/C(=C/C(=O)N2CCCCC2)N1 (stereo not given),-23,2,3,-1,-2,6,-18,1,3

# Three entries picked at random from those above:
SMILES,SENP1 FRET inh,PfG6PD inh,SENP7 block,beta cell repl,HKDC1 inhibitor,UBC13 polyUb,SENP8 block-1,SENP8 block-2,SENP6 block
O=C(/C=C/c1ccccc1)NNc1ccc(Cl)cc1,0,-6,-4,-3,-10,9,3,-8,-14
CC1(C)CC(=O)c2cnc(NC(=O)c3ccco3)nc2C1,4,14,-5,-3,-5,-11,8,-4,-22
COc1ccc(Br)cc1CN(C)C(=O)CNC(=O)c1ccc2ccccc2c1,1,13,-1,0,2,2,-4,-1,-2

# The listing picks up, starting three compounds before the break.
SMILES,SENP1 FRET inh,PfG6PD inh,SENP7 block,beta cell repl,HKDC1 inhibitor,UBC13 polyUb,SENP8 block-1,SENP8 block-2,SENP6 block
C/C(=N\Nc1nc(C)cc(-c2ccccc2)n1)c1ccc(C)o1,-11,3,8,1,-3,-4,-44,2,-4
CC(Oc1ccc(-c2ccccc2)cc1)C(=O)N/N=C/c1cccnc1 (stereo not given),2,14,3,2,-3,7,14,-3,-2
CCC1(C)Cc2ccccc2/C(=C/C(=O)N2CCCCC2)N1 (stereo not given),-23,2,3,-1,-2,6,-18,1,3
O=C(COC(=O)/C=C/c1cccc(Br)c1)NCCc1ccccc1,0,-11,-10,-2,-3,2,14,-3,7
O=C1c2cccc3cccc(c23)C(=O)N1CCCN1CCN(c2ccc(F)cc2)CC1,0,4,0,-3,3,16,-24,3,-13
CC(C)[C@H](NC(=O)OCc1ccccc1)C(=O)OCC(=O)N1C(C)CCCC1C (stereo not given in full),3,-9,·,·,-3,·,6,·,·
CCCCC(=O)Nc1cccc(-c2nc3ncccc3o2)c1,1,8,-1,-1,-6,1,-134,-5,7
COc1ccc(-c2cc(C(=O)N(C)Cc3ccccc3F)c3ccccc3n2)cc1OC,0,18,-6,0,8,14,-416,3,0
Clc1ccc(Br)cc1-c1nc(-c2ccncc2)no1,-2,-6,6,-2,-1,-1,16,0,-7
O=C(CSc1nncs1)NNC(=O)c1ccco1,3,8,-13,-3,-5,10,21,-1,2
COc1ccccc1Nc1ncccc1C(=O)NCc1ccccc1,-1,13,-1,-3,-5,2,-37,7,-1
O=C(OCCN=C1NS(=O)(=O)c2ccccc21)c1ccccc1F,2,-2,6,-1,-6,12,13,4,-29
O=[N+]([O-])c1ccc(S(=O)(=O)NCC(c2cccnc2)N2CCc3ccccc32)cc1 (stereo not given),-5,-2,-7,0,-3,-6,14,9,-2
CCOc1ccc(CN2CCN(CC(O)Cn3c4ccccc4c4ccccc43)CC2)cc1 (stereo not given),3,-1,-10,-5,-9,13,12,-10,-11
Cc1cc(C)n(-c2nncn2NC(=O)c2ccc(Cl)cc2O)n1,2,-32,8,-2,3,-2,-51,6,-6
Fc1ccc(Oc2ncccn2)c(F)c1,0,-9,-3,-1,5,-5,-2,-1,-5
Cc1c(NS(=O)(=O)c2ccc(Br)cc2)c(=O)n(-c2ccccc2)n1C,1,13,9,-2,-3,-4,7,-5,-8
CCOC(=O)C1CCCN(C(=O)c2cc3c(=O)n4ccccc4nc3s2)C1 (stereo not given),-44,-2,-3,0,2,20,-392,3,0
O=C(NCCCCNC(=O)c1ccccn1)c1ccccn1,-2,-9,-1,-1,-12,-9,4,-14,-32
O=C(CSc1ccsc1[N+](=O)[O-])N1CCCCC1,3,-19,-2,-2,15,-7,11,-10,-15
CC(C)CC1(C(=O)NCc2ccccn2)C=CCN1C(=O)c1ccccc1 (stereo not given),1,-2,-4,-2,-5,13,-6,0,-11
CS(=O)(=O)N1CCC(C(=O)NCCN2CCN(Cc3ccccc3)CC2)CC1,-9,-1,0,-2,13,-2,14,-2,-17
Cc1ccc(S(=O)(=O)N2CCC(C(=O)OCC(=O)N3CCCCC3C)CC2)cc1C (stereo not given),1,-8,6,-2,4,3,12,2,-11
